aDG glyco act – activators of alpha-DG glycosylation, primary screen, uHTS, Pro5-aDG cells, AlphaScreen; alpha-DG glycosylation AlphaScreen (IIH6); 0% Pro5, 100% B10-LARGE cell signal; activation, % at 10 µM; hit rate 0.22% among 360,000; AID 624168, 2012;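 active = activation of at least 8% versus controls, or a plate z-score of at least 8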;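 also: Pro5 are CHO cells carrying HIG-tagged alpha-DG that lacks glycosylation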
CF NFkB block – inhibitors of PAF-induced NF-kB signaling, primary screen, cell-based, GFP fluorescence, uHTS; KKLEB NF-kB-GFP reporter, GFP fluorescence overnight; inhibition, % at 5 µM; hit rate 0.86% among 360,000; AID 588850, 2011;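 active = at least 50% inhibition at 5 µM, scaled per plate between neutral and stimulator controls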;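 also: PAF is a Pseudomonas aeruginosa culture filtrate used as stimulus; plate controls were PAF-stimulated DMSO wells for no effect and unstimulated DMSO wells for full effect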
MITF TRPM1 inh – inhibitors of MITF-dependent TRPM1 promoter reporter, primary screen, cell-based, SK-MEL-5, single point, luciferase. SK-MEL-5 TRPM1 promoter luciferase, 24 h. inhibition, % at 12.5 µM. hit rate 0.83% among 330,000. AID 488899, 2010;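 active = mean inhibition across replicates of 60% or more, whatever share of single replicates reaches that level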; also: values of inactives mirror those of a sister screen read the other way
Shn3 inh set2 – reduction of Shn3 3'UTR firefly luciferase signal, primary screen, Schnurri-3 inhibitor project, cell-based, Clone20 osteoblasts, set 2; Clone20 osteoblast Shn3 3'UTR firefly luciferase, 24 h; inhibition, % at 12.5 µM; hit rate 0.52% among 360,000; AID 588674, 2011;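 active = mean inhibition of at least 75% with every replicate also reaching 75%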;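 also: 0% = median of neutral control wells and 100% = pilot-screen positive control compound; some compounds past the cut are filed as inactive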
iPSC survival up – enhancers of single-cell hiPSC survival, primary screen, ATPlite luminescence. 100% = ROCK inhibitor wells, 0% = DMSO. hit rate 0.044% among 360,000. AID 602274, 2012. survival enhancement, % at 20 µM; in the data active = survival enhancement above about 18%;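 also: cells exposed to compounds for 16 hours before the ATP read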
TWEAK Fn14 block – inhibitors of TWEAK-Fn14 signaling, primary screen, luciferase reporter cells, uHTS; hit rate 2% among 360,000; TWEAK-stimulated Fn14 reporter cells, luciferase luminescence, 8 h; AID 1159606, 2016; inhibition, % at 10 µM; in the data active = inhibition above about 50%
Peg3 promoter – Peg3 promoter-driven luciferase inhibitors, primary screen, cell-based, HeLa, luciferase luminescence; HeLa PEG-Prom luciferase reporter, overnight; inhibition, % at 20 µM; hit rate 1.7% among 360,000; AID 588405, 2011;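 active = inhibition of at least 50% at 20 µM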
KKLEB tox – cytotoxicity in KKLEB CF airway cells, primary screen, cytotoxicity control for CF NF-kB inhibitor project, cell-based, uHTS, fluorescence assay plates; KKLEB CF airway cells viability, ATPlite luminescence, overnight; active compounds read low; cells stimulated with P. aeruginosa culture filtrate; activity change (cytotoxicity), % at 5 µM; hit rate 0.36% among 360,000;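 active = corrected activity change at or below -50% at 5 µM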
NR2E3 ag-1 – inhibitors of NR2E3-RetCOR corepressor binding, primary screen, NR2E3 agonist project, biochemical, TR-FRET, GST-NR2E3, biotin-RetCOR | AID 2300, 2010 | 1536-well | Photoreceptor-specific nuclear receptor (Homo sapiens), Q9Y5X4 | hit rate 0.12% among 320,000 | inhibition of corepressor binding, % at 4.78 µM;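 active = percent inhibition above the cutoff of mean plus 3 SD of all tested compounds, set per screening campaign, cut at about 20% in these data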;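 also: 0% = DMSO wells and 100% = biotin wells as full block of FRET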
Target sequence (Q9Y5X4 whole entry, looked up): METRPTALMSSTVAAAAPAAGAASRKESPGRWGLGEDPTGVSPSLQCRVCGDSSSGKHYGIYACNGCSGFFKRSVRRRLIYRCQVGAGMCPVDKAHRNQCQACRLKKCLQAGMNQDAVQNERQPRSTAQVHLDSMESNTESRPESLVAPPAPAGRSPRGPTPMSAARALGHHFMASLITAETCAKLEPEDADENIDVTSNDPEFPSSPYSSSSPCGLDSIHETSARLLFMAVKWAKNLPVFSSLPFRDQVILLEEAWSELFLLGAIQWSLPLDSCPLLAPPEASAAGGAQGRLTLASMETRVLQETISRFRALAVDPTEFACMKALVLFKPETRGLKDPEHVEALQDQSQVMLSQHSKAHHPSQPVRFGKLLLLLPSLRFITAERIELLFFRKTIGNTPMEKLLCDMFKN
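Format: 1536-well format; test system: GST-NR2E3 and biotin-RetCOR proteins; read-out basis: percent inhibition of TR-FRET ratio; timing: 5 h incubation at 4 °C; detection: time-resolved FRET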
HIF-2a block – HIF-2a reporter inhibitors, primary screen, luminescence, 786-0 RCC cells; 786-0 RCC cells HIF-2a reporter, luciferase luminescence, overnight; inhibition, % at 18.8 µM; hit rate 0.72% among 360,000; AID 624352, 2012;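 active = inhibition of the luminescence signal of 40% or more relative to plate controls, in a single-dose primary screen at 18.75 µM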
NR2E3 ag-2 – NR2E3 agonists in two-hybrid cells, primary screen, cell-based, luminescence, CHO-S, Gal4-NCOR/VP16-NR2E3 | Photoreceptor-specific nuclear receptor (Homo sapiens), Q9Y5X4 | luciferase | inhibition of corepressor binding, % at 3.98 µM | hit rate 0.35% among 360,000 | AID 602229, 2012;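 active = inhibition above the mean of all tested compounds plus 3 SD, cut at about 70% in these data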;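 also: 0% = DMSO with NR2E3 transfected cells and 100% = cells lacking NR2E3 construct; higher means lower luciferase signal from less NR2E3 corepressor binding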
* marks the source's active call; other numbers are inactive results; . = not tested or not shown.

Below each SMILES: aDG glyco act | CF NFkB block | MITF TRPM1 inh | Shn3 inh set2 | iPSC survival up | TWEAK Fn14 block | Peg3 promoter | KKLEB tox | NR2E3 ag-1 | HIF-2a block | NR2E3 ag-2
> COCCn1c(=S)[nH]c2cc(C(=O)NC3CCCCCC3)ccc2c1=O
    0.1 | -25 | . | 8 | -1.6 | 18 | -11 | 3 | . | -27 | 10
> COc1cc(-c2noc(C)c2C(=O)NCCCN2CCCC2=O)cc(OC)c1OC
    0.4 | -17 | 1 | -1 | 2.0 | -8 | -2 | 4 | . | 0 | -2
> O=C(CN1CCN(Cc2ccccc2)CC1)Nc1ccc(Br)cc1
    0.3 | -20 | -1 | 17 | -0.6 | -1 | 5 | -3 | -1 | 19 | -7
> COC(=O)C(NC(C)=O)(Nc1sc2c(c1C(N)=O)CCCC2)C(F)(F)F (stereo not drawn)
    0.2 | -9 | 0 | -30 | 3.8 | -1 | -78 | -6 | 4 | -17 | -14
> CCC(C)[C@@H](C(=O)Nc1ccc2c(c1)OCO2)N1Cc2ccccc2C1=O (stereo partly drawn)
    0.0 | 10 | -16 | 2 | -1.2 | -20 | -26 | -2 | 1 | -13 | -20
> O=S(=O)(Nc1ccc(N2CCOCC2)cc1)c1ccc(Cl)s1
    0.2 | 0 | 9 | -11 | -1.4 | -19 | 14 | -3 | -2 | 1 | 3
> COC(=O)c1ccc(N2CCN(C)CC2)c(NC(=O)c2ccc(-c3ccc(Cl)cc3)o2)c1
    -0.2 | -12 | 13 | 5 | -0.5 | -4 | 6 | -20 | -1 | 5 | -5
> COC(=O)c1ccc2c(=O)n(C3CCCCC3)c(SCC#N)nc2c1
    0.7 | -6 | -8 | 30 | -2.0 | 17 | 6 | 6 | 0 | 9 | -4
> Cc1ccc(S(=O)(=O)CCC(=O)N(C)C2CCCCC2)cc1
    -0.1 | -19 | 4 | 4 | 0.5 | -8 | -17 | 14 | -4 | -30 | -35
> CCCn1c(SC(C)C(=O)NC2CC2)nnc1-c1ccncc1 (stereo not drawn)
    0.3 | 4 | -6 | 4 | -3.0 | 11 | 4 | -3 | 1 | 10 | 7
> CCn1c(Cn2nnc(-c3ccccc3)n2)nnc1SCC(=O)Nc1cccc(C)c1C
    0.3 | -12 | 8 | 0 | 0.7 | -11 | 13 | 6 | 0 | 8 | -9
> CN(C)S(=O)(=O)c1ccc(C(=O)NCC(=O)N/N=C/c2ccccc2)cc1
    -0.4 | -2 | 0 | 10 | 2.8 | 4 | 9 | 11 | 4 | 8 | -4
> Cc1ccc(C(=O)OCC(=O)N2CC(=O)Nc3ccccc32)s1
    0.6 | 1 | 1 | -9 | -2.7 | 8 | 0 | -8 | 3 | -36 | -13
> Cn1c(SCC#N)nc2ccccc2c1=O
    0.0 | 4 | 3 | 7 | -0.1 | -1 | 1 | 3 | -7 | 10 | -7
> O=C(O)c1ccc(N/N=C/C2=Cc3ccccc3OC2)cc1
    -0.2 | 9 | -129 | -62 | 0.7 | -12 | -325 | 16 | 0 | -351 | -112
> Cn1cccc1C(=O)OCC(=O)Nc1sccc1C#N
    0.0 | 5 | -27 | -49 | -2.1 | -19 | -313 | 5 | . | -304 | -83
> COc1ccc(-c2c(C#N)c(SCC(=O)c3cc4ccccc4oc3=O)nc(C)c2C(=O)Nc2ccccc2)cc1
    0.2 | 22 | 40 | 17 | -0.2 | 44 | 33 | -10 | 9 | 4 | -7
> Fc1ccc(CSc2nc3ccccc3[nH]2)cc1
    0.1 | -14 | -106 | -32 | -2.9 | -9 | -313 | 13 | 2 | -276 | -138
> Cc1ccc(Cn2c(C)nc3ccc([N+](=O)[O-])cc3c2=O)cc1
    0.3 | -6 | 14 | 52 | 1.1 | -16 | 11 | 10 | 0 | -6 | -16
> N#C/C(=N\Nc1ccc(Br)cc1)C(=N)N1CCOCC1
    -0.1 | -11 | -98 | -69 | -0.3 | -4 | -211 | 5 | -2 | -252 | -76

Entries of single compounds from above. Values in the order: aDG glyco act, CF NFkB block, MITF TRPM1 inh, Shn3 inh set2, iPSC survival up, TWEAK Fn14 block, Peg3 promoter, KKLEB tox, NR2E3 ag-1, HIF-2a block, NR2E3 ag-2
Listed for `CCCn1c(SC(C)C(=O)NC2CC2)nnc1-c1ccncc1` (stereo not drawn) : 0.3, 4, -6, 4, -3.0, 11, 4, -3, 1, 10, 7
Listed for `CCC(C)[C@@H](C(=O)Nc1ccc2c(c1)OCO2)N1Cc2ccccc2C1=O` (stereo partly drawn) : 0.0, 10, -16, 2, -1.2, -20, -26, -2, 1, -13, -20

Additional structures
Below each SMILES: aDG glyco act | CF NFkB block | MITF TRPM1 inh | Shn3 inh set2 | iPSC survival up | TWEAK Fn14 block | Peg3 promoter | KKLEB tox | NR2E3 ag-1 | HIF-2a block | NR2E3 ag-2
> Cn1c(SCC(=O)Nc2cccc(S(=O)(=O)NC3=NCCCCC3)c2)nnc1-c1ccccc1
    -0.2 | -2 | 8 | -2 | 4.5 | -7 | 20 | 16 | 1 | 10 | -7
> Cc1cc(C(=O)NCC(c2cccs2)N2CCOCC2)ccc1[N+](=O)[O-] (stereo not drawn)
    0.0 | 6 | 5 | 1 | -0.2 | 1 | 14 | 2 | 5 | 9 | -18
> O=C(NCC1CC1)c1ccc2sc([C@@H]3O[C@H](CO)[C@H](O)[C@H](O)[C@H]3O)nc2c1
    -0.2 | 5 | . | -4 | 12 | 0 | -1 | 6 | . | -2 | -24
> CCOC1CCCCC1NS(=O)(=O)c1ccc(Cl)cc1 (stereo not drawn)
    -0.1 | -2 | 10 | 4 | 4.4 | 23 | 17 | 6 | -1 | -6 | 20
> O=C(O)c1ccccc1N(Cc1ccccc1)C(=O)CO/N=C/c1ccccc1
    -0.1 | -12 | 5 | -7 | -1.9 | -4 | -16 | 9 | 4 | 19 | 10
> O=C(CCC(=O)c1ccccc1)Nc1ccccc1
    -0.1 | 14 | . | 4 | -0.6 | -25 | -7 | -11 | 0 | -3 | -15
> O=C(Nc1nnc(C2=COCCO2)o1)c1ccc([N+](=O)[O-])cc1
    0.1 | -18 | 4 | 0 | -0.3 | 5 | 9 | 1 | 0 | 12 | -19
> O=C(O)c1ccc(CSc2nnc(SCc3ccccc3)s2)cc1
    -0.1 | 14 | -6 | -15 | 8.9 | -8 | -10 | -2 | 0 | -7 | -10
> O=C(CNC(=O)c1ccc(Br)cc1)NCC(=O)OCc1ccc(Cl)cc1
    0.2 | 2 | 14 | -5 | 0.6 | -14 | 6 | -16 | 4 | 4 | -18
> Cc1cccc(NC(=O)Cn2c(=O)oc3cc(S(=O)(=O)N4CCCC4)ccc32)n1
    -0.2 | 10 | . | -12 | -1.1 | 1 | -5 | -6 | 0 | 5 | -11
> COc1ccc(C(=O)N2CCC(C)(C(=O)O)C2)c(OC)c1 (stereo not drawn)
    -0.3 | -40 | . | 1 | -1.3 | 6 | -15 | 15 | . | 11 | -30
> OC1(c2ccc(F)cc2)CCN(Cc2nnnn2Cc2cccs2)CC1
    -0.2 | -7 | -5 | 6 | -0.8 | 3 | 10 | 0 | -1 | -24 | 0
> COCC(=O)N1CCC(Oc2ccc(C(=O)N3C[C@H]4CC[C@H]3C4)cc2)CC1
    0.0 | 4 | -2 | -4 | 0.1 | 2 | -4 | -1 | -2 | -13 | 6
> CN(C)c1ccc2c(c1)C(=NO)c1ccccc1-2
    -0.5 | 0 | -48 | 53 | -1.6 | -22 | -323 | 3 | . | -299 | -66
> CCCCNC(=S)N(CCN(CC)CC)Cc1cc2cc3c(cc2[nH]c1=O)OCO3
    0.0 | -16 | 8 | 6 | 0.8 | 9 | 1 | -6 | 1 | 2 | 12
> Nc1ccc(C(=O)NC2CCSc3ccccc32)cc1[N+](=O)[O-] (stereo not drawn)
    -0.1 | -5 | -6 | -17 | -0.1 | -46 | -71 | -17 | 0 | -83 | -58
> COCCNC(=O)c1cc(S(=O)(=O)N2CCCCC2)ccc1N1CCOCC1
    0.0 | 29 | -6 | -9 | -0.5 | -7 | -7 | -6 | -1 | 6 | 10
> COc1ccc(N(C)C(=O)C2CCN(S(=O)(=O)c3cccc4nonc34)CC2)c(OC)c1
    0.1 | 1 | -3 | -6 | 0.2 | -2 | 23 | -9 | 2 | 20 | -28
> Cc1ccc(-c2nc(CS(=O)CC(=O)N3CCN(c4ccc(F)cc4)CC3)c(C)o2)cc1 (stereo not drawn)
    -0.1 | -4 | 27 | 12 | 0.9 | -12 | 11 | 2 | 3 | -8 | 53
> CN(Cc1nccn1C)C(=O)c1ccc2nc(Cc3ccccc3F)oc2c1
    0.0 | -2 | -104 | -49 | -0.2 | -23 | -264 | -3 | 0 | -222 | -94
> CC1CC(Nc2ccccc2)c2ccccc2N1C(=O)c1cccnc1 (stereo not drawn)
    0.1 | 5 | 15 | 6 | 1.3 | 4 | 34 | 4 | 1 | 13 | -43
> Cc1ccc(C)c(CSc2nnc(-c3ccccn3)n2N)c1
    0.2 | 21 | 4 | -5 | 1.4 | 1 | -12 | -19 | -3 | -5 | -2
> CC(=O)NCCn1c(SCC(=O)NCCC(C)C)nc2ccccc2c1=O
    -0.1 | -9 | 2 | 13 | -4.4 | 7 | 2 | -23 | 1 | 13 | -21
> CCCCN(Cc1cc2cc(OC)ccc2[nH]c1=O)C(=O)c1ccco1
    0.3 | 1 | 10 | -4 | 0.6 | -2 | -2 | -4 | 0 | -4 | -38
> CCn1c(=NC(=O)CS(=O)(=O)c2ccc(F)cc2)sc2cccc(OC)c21
    0.3 | 16 | -9 | 78 | -0.3 | 11 | -25 | -2 | 2 | -38 | -8
> Cc1cccc(C)c1N1CCN(S(=O)(=O)N2CCOCC2)CC1
    1.0 | -8 | 0 | 4 | -1.9 | 12 | 5 | -1 | 0 | 5 | 7
> COc1ccc(Sc2nc(-c3ccccn3)ncc2OC)cc1
    3.5 | 2 | 15 | 32 | -1.6 | -12 | 12 | -3 | 0 | 1 | 92*
> CC(C)Oc1ncnc2c1[nH]c1ccccc12
    0.7 | -6 | -1 | 31 | 0.0 | 23 | -86 | 12 | 1 | -129 | 9
> COc1ccc(CN2CC(=O)N(c3ccc(C)cc3)C2=S)cc1OC
    0.0 | 16 | 6 | 21 | 2.8 | -11 | 0 | -14 | 0 | 19 | 12
> CCN(N=O)c1ccc(C=C2C=Cc3ccccc32)cc1
    -0.3 | -21 | -91 | -60 | -0.8 | 39 | -292 | 1 | . | -212 | -94

Bioassay records from PubChem BioAssay.

Compounds as they come, and some 4.4% of all compounds hit somewhere here.
